Screens (PubChem)
WRN helicase inh: WRN helicase (human) inhibition; Potency, µM (top dose mostly 114 µM), for inactives: top-dose activity change, negative = inhibition, hits mostly inhibitors; 360,000 tested, 0.46% active; Q14191; WRN helicase unwinding, fluorescent forked duplex, kinetic; AID 651768; further: potency means the concentration at half of the fitted maximal effect; on the % scale 0 is the no-effect control and ±100 the full control effect; nearly all actives have a fitted effect of over 55% in size
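Kinetic fluorescence helicase assay: unwinding of a quenched forked DNA duplex (100 nM final) with 2 mM ATP final raises red fluorescence (525/598 nm). Compounds sat 15 min at room temperature with 20 nM WRN beforehand.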
EPAC1 antagonist: blocks human EPAC1 exchange factor. O95398. EPAC1 GEF assay, Rap1b-BODIPY-GDP exchange fluorescence. Potency, µM (doses to about 115 µM), for inactives: at the top dose activity change, negative = inhibition, hits mostly inhibitors. 360,000 tested, 0.14% active;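 further: potency means the concentration at half of the fitted maximal effect; plate controls were vehicle for no effect and positive control for full effect; nearly all actives have a fitted effect of over 50% in size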
Abeta yeast res: A-beta toxicity reversal in yeast. yeast expressing A-beta42, growth rescue, OD600, 48 h; response scale: 0% DMSO, 100% iron-clioquinol control. Potency, µM (doses to about 46.1 µM), for inactives: top-dose growth rescue, actives largely listed as activators. 410,000 tested, 0.063% active; further: potency means the concentration at half of the fitted maximal effect; nearly all actives have a fitted effect of over 55% in size
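Growth rescue measured by 600 nm absorbance after 48 h yeast culture at 30 C with compound. Values normalized between DMSO and an equimolar ferric chloride plus clioquinol control.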
FUS yeast rescue: FUS proteinopathy suppression in yeast | S. cerevisiae FUS-expressing, growth rescue, OD600, 24 h | Potency, µM (highest dose often 76.6 µM), without a hit: at the highest dose growth rescue (activation), actives largely listed as activators | 390,000 tested, 0.24% active;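 further: potency means the concentration at half of the fitted maximal effect; plate controls were DMSO vehicle for no effect and reference control for full effect; nearly all actives have a fitted effect of over 55% in size; some results filed as inactive show a strong effect at the top dose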
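Quantitative HTS measuring growth restoration of FUS-toxic yeast. Galactose-induced cells (OD 0.005) were exposed 24hr at 30C to compounds at several concentrations, then absorbance at 600 nm was recorded.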
IL-2 act: activators of IL-2. IL-2 activation reporter assay, cell-based qHTS; stimulated with anti-CD3/CD4/CD28 beads; in transgenic mouse T cells. activation, % (series mostly up to about 46 µM). 360,000 tested, 0.065% active; in the data active means activation above about 50%; inconclusive means mostly about 30% to 49%; further: 0% is about no effect
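EGFP and DsRed fluorescence is measured by plate cytometry in unstimulated transgenic mouse T cells exposed to compound for 60 minutes, then stimulated 18 hours at 37 degrees C with anti-CD3/anti-CD4 beads plus anti-CD28.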
PI5P4Ka inh: blocks human PI5P4K alpha kinase activity. P48426. max response, %. PI5P4Kalpha enzyme, ADP-Glo luminescence, 60 min; hits give low values. 330,000 tested, 1.2% active; active means max response of -50% or lower; inconclusive means between -30% and -50%; inactive means -30% or higher; further: value at the top dose of about 77 µM; on the % scale 0 is the no-effect control and ±100 the full control effect
Target sequence (P48426 whole entry, looked up): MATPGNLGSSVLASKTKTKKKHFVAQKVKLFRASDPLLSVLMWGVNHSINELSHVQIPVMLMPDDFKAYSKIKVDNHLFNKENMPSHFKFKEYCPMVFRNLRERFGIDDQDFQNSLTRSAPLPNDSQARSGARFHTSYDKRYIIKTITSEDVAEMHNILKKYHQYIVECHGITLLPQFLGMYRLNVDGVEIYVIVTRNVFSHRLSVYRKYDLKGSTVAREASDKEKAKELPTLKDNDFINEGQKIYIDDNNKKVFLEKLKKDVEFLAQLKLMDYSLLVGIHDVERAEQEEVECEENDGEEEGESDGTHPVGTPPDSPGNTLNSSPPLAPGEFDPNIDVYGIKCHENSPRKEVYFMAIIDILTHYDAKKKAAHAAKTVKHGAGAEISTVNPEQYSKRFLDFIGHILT
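Single end-point luminescence (ADP-Glo) quantified ADP from PI5P4Kalpha turnover; ATP 5 microM final, 1 h at RT, 0.1% CHAPS and 0.28 mM EGTA in HEPES pH 7.4.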
EPAC1 ag: agonists of human EPAC1; Potency, µM (doses to about 154 µM), for inactives: at the top dose activation, actives largely listed as activators; AID 720707; 360,000 tested, 0.073% active; EPAC1 agonist qHTS, biochemical assay; response scale: 100% = response to 6.5 mM cAMP; further: potency means the concentration at half of the fitted maximal effect; nearly all actives have a fitted effect of over 60% in size
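Nucleotide exchange by EPAC1 (100 nM) on Rap1B–BODIPY-GDP (250 nM) in the presence of 50 uM GDP is tracked fluorescently at 480/540 nm over 30 min. Signals are normalized to a 6.5 mM cAMP control.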
PLK1 PBD inh: inhibitors of human PLK1 polo-box domain binding; Plk1 PBD binding of FITC phosphopeptide, fluorescence polarization; Potency, µM, without a hit: max response, negative = inhibition, hits mostly inhibitors; 360,000 tested, 2.8% active; further: potency means the concentration at half of the fitted maximal effect; series mostly up to about 57 µM; on the % scale 0 is the no-effect control and ±100 the full control effect; nearly all actives have a fitted effect of over 65% in size
Target sequence (P53350 whole entry, looked up, the tested form may be a part): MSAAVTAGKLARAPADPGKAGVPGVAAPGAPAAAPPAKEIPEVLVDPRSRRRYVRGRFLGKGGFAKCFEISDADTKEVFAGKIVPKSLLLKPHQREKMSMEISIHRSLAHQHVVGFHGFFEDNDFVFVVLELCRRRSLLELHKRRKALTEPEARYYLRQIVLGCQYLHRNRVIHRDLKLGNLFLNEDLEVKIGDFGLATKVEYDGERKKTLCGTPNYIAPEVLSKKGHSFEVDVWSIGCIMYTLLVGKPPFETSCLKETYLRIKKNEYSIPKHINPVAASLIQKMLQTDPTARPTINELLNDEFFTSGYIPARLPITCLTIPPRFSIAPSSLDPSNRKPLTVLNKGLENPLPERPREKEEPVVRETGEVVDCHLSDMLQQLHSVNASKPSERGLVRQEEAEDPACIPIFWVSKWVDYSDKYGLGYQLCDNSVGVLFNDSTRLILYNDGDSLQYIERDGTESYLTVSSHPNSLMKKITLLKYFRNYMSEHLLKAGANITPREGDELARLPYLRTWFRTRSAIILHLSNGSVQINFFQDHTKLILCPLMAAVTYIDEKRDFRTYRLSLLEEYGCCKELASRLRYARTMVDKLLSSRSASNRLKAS
* = called active by the depositor; ? = inconclusive; . = no result given; & = joins results of further samples; [ ] = remark or other dose. Unless noted, the call rests on the fitted dose curve; in most records, active means well fitted curve in the direction sought with a large enough effect; inconclusive means small, poorly fitted or top-dose-only effect, or another doubt; inactive means no such curve, though single readings can be large; an effect the other way counts as inactive or inconclusive.

No. | Structure | PI5P4Ka inh | Abeta yeast res | IL-2 act | FUS yeast rescue
1 | O=C(NCc1ccccn1)c1ccc(Cl)c(S(=O)(=O)N2CCCCCC2)c1 | -8 | -19% | -4.4 | 28%
2 | O=C(N[C@H]1CC[C@H](CC(=O)N2CCCCC2)O[C@@H]1CO)c1cccc(F)c1 | -4 | 3% | -0.5 | 3%
3 | Cc1cc(-c2nnc3sc(C4CCCCC4)nn23)n[nH]1 | -6 | 6% | 0.1 | -6%
4 | O=C(Nc1cc(S(=O)(=O)N2CCOCC2)ccc1O)c1ccc(S(=O)(=O)N2CCCCC2)cc1 | 0 | -5% | -0.9 | -19%
5 | CC(C)c1ccc(S(=O)(=O)c2nnn3c2nc(NCC2CCCO2)c2ccccc23)cc1 (stereo not given) | -1 | -1% | -0.6 | -12%
6 | CCOC(=O)c1c(C)[nH]c(C(=O)OCC(=O)NC2(C#N)CCCCC2)c1C | -5 | -1% | 0.1 | 21%
7 | Cc1ccc(N2CC(C(=O)N3CCOCC3)CC2=O)cc1C (stereo not given) | -28 | 14% | -1.6 | 2%
8 | O=C(Nc1ccc(OCc2ccccc2Cl)cc1)c1cccnc1 | 4 | 1% | -0.2 | 12%
9 | COc1ccc(/C=C/C(=O)Nc2cc(C)on2)cc1 | -17 | 6% | -0.9 | .
10 | CCn1nc2cc(C(=O)NCc3cc(C(F)(F)F)cc(C(F)(F)F)c3)ccc2c1OC | 0 | 1% | 0.7 | -13%

No. | EPAC1 antagonist | EPAC1 ag | WRN helicase inh | PLK1 PBD inh
1 | -1% | -1% | -20% | -5%
2 | 12% | 0% | 6% | 6%
3 | -3% | 5% | 9% | 27µM*
4 | -10% | 7% | 4% | -10%
5 | 18% | 2% | 2% | -3%
6 | -1% | ? | -7% | -4%
7 | -7% | -2% | -3% | -6%
8 | -13% | 9% | -1% | -11%
9 | -12% | 6% | -14% | 30µM*
10 | -14% | -29% | -8% | -1%

(more compounds)
No. | Structure | PI5P4Ka inh | Abeta yeast res | IL-2 act | FUS yeast rescue
11 | CCCCc1nc2ccccc2c(NC(=O)CN(CC)CC)c1CCC | -4 | 1% | -1.7 | 4%
12 | C/C(=N/Nc1nc(C)c(C)s1)c1cccc([N+](=O)[O-])c1 | 2 | 24% | -0.5 | 22%
13 | Cc1cc(C(=O)N/N=C2\CC(=O)c3ccccc32)c(C)n1-c1ccc(F)cc1 | -64* | 11% | 1.1 | 41%
14 | CCCCCOc1ccc(NC(=O)C(=O)NCC2CCCN2CC)cc1 (stereo not given) | -2 | -3% | -0.8 | -7%
15 | O=C(Nc1ccccc1NC(=O)c1ccc(F)cc1)c1ccc(F)cc1 | 5 | -12% | 0.2 | -28%
16 | O=C(O)CNC(=O)/C=C/c1ccc(Cl)cc1Cl | 1 | -4% | -0.1 | -30%
17 | Cc1cccc(/C=N/NC(=O)c2cc(Br)ccc2OCc2ccccc2)n1 | 5 | -12% | -0.7 | 18%
18 | CC(=O)c1sc(NC(=O)CS(=O)(=O)c2ccccc2)nc1C | 3 | -11% | -0.3 | 1%
19 | CCN(CC)CC(=O)N(CC(=O)Nc1c(C)cc(C)cc1C)C1CCCCC1 | . | 2% | 0.0 | 21%
20 | Cc1ccc(C2=CSC3=NCCN23)c(C)c1 | ? | -4% | 0.0 | -8%

No. | EPAC1 antagonist | EPAC1 ag | WRN helicase inh | PLK1 PBD inh
11 | 3% | -4% | 3% | -6%
12 | -10% | 6% | -5% | -27%
13 | -23% | 1% | 8% | -10%
14 | 12% | -4% | 13%[57.1 µM] | -7%
15 | 8% | -10% | 6% | 2%
16 | -4% | -4% | 8% | ?
17 | ? | -5% | -29% | -4%
18 | -22% | -5% | -13% | -5%
19 | -2% | 9% | 0% | -8%
20 | 10% | -4% | 6% | ?

The results go on:
No. | Structure | PI5P4Ka inh | Abeta yeast res | IL-2 act | FUS yeast rescue
21 | CC1(C)Cc2cccc(C(=O)Nc3ccc(Cl)cc3)c2O1 | 14 | -18% | -0.7 | 19%
22 | Cc1onc(-c2ccccc2)c1C(=O)NCCc1ccncc1 | -1 | -5% | -4.0 | 0%
23 | COC(=O)C1=CO[C@@H](O)C2C(CO)=CCC12 (stereo not given in full) | -2 | -16% | -0.1 | 1%
24 | COc1ccc(C2=NN(C(C)=O)CC2c2cccc([N+](=O)[O-])c2)cc1 (stereo not given) | 1 | . | -0.3 | 27%
25 | Cc1cc(NCC2CCCO2)n2c(nc3ccccc32)c1C#N (stereo not given) | -2 | -15% | 0.1 | 15%
26 | CC1(C)c2ccccc2N2CCC(=O)NC21/C=C/c1ccco1 (stereo not given) | -20 | 5% | 0.5 | ?
27 | CCCCN(C(=O)C1CSC2(C)CCC(=O)N12)c1c(N)n(Cc2ccccc2)c(=O)[nH]c1=O (stereo not given) | 1 | -11% | -5.4 | 12%
28 | O=C(NCc1ccncc1)C1CCN(S(=O)(=O)Cc2ccccc2)CC1 | . | -25% | 2.6 | -22%
29 | Cc1ccc(-n2nc3c(c2NC(=O)c2cccs2)CS(=O)(=O)C3)cc1C | 0 | -11% | -3.9 | .
30 | C[C@@H]1CCCCO[C@@H](CN(C)C(=O)Cc2ccccc2)[C@@H](C)CN([C@H](C)CO)C(=O)c2cc(NC(=O)C3CCCCC3)ccc2O1 | 6 | -5% | 3.6 | 42%

No. | EPAC1 antagonist | EPAC1 ag | WRN helicase inh | PLK1 PBD inh
21 | -7% | 2% | -9% | 2%
22 | -6% | 4% | 5% | -23%
23 | -23% | 15% | -3% | -8%
24 | -6% | 7% | -5% | -7%
25 | 8% | 1% | -3% | -11%
26 | 15% | 2% | -6% | -1%
27 | 17% | 2% | 7% | 1%
28 | 8% | 3% | -18% | -8%
29 | 9% | 5% | -34% | -3%
30 | 8% | 14% | -6% | -13%

From no. 21 up to 23, as listed above:
No. | Structure | PI5P4Ka inh | Abeta yeast res | IL-2 act | FUS yeast rescue
21 | CC1(C)Cc2cccc(C(=O)Nc3ccc(Cl)cc3)c2O1 | 14 | -18% | -0.7 | 19%
22 | Cc1onc(-c2ccccc2)c1C(=O)NCCc1ccncc1 | -1 | -5% | -4.0 | 0%
23 | COC(=O)C1=CO[C@@H](O)C2C(CO)=CCC12 (stereo not given in full) | -2 | -16% | -0.1 | 1%

No. | EPAC1 antagonist | EPAC1 ag | WRN helicase inh | PLK1 PBD inh
21 | -7% | 2% | -9% | 2%
22 | -6% | 4% | 5% | -23%
23 | -23% | 15% | -3% | -8%

(further entries)
No. | Structure | PI5P4Ka inh | Abeta yeast res | IL-2 act | FUS yeast rescue
31 | Cc1nc2ccc(NC(=O)C(F)(F)F)cc2o1 | -2 | -2% | -2.2 | 10%
32 | NS(=O)(=O)c1cccc(NC(=O)CSc2nnc(-c3ccccc3F)n2C2CC2)c1 | -25 | 2% | -1.1 | 8%
33 | CCN(Cc1ccccc1)C(=O)c1nn(-c2ccc(OC)cc2)c(=O)c2c1c1ccccc1n2C | 11 | 0%&-18% | -4.9 | ?
34 | CCCCn1c(=N)n(CCOc2ccc(C)cc2)c2ccccc21 | -6 | 10% | -2.4 | .
35 | N#Cc1ccc(OCCN2C(=O)NC3(CCSC3)C2=O)cc1 (stereo not given) | -1 | 19% | -0.8 | 7%
36 | COc1ccc(COc2cc(-c3cccc(OC)c3)nc3ccc(NC(=O)c4ccc(OC)cc4)cc23)cc1 | 5 | -16% | -1.3 | ?
37 | CCN(CC)CCSc1nc2ccccc2c(=S)n1-c1ccccc1 | -17 | -5% | 0.5 | 12%
38 | COC(=O)c1ccc(/C=N/NC(=O)C(=O)NCc2ccccc2)cc1 | -1 | 4% | -0.3 | -5%
39 | C=CCNC(=S)NCc1cccnc1 | -5 | 5% | 1.2 | .
40 | CC(=O)c1ccc(OCc2cc([N+](=O)[O-])cc3c2OCOC3)cc1 | -1 | -10% | 0.6 | -2%

No. | EPAC1 antagonist | EPAC1 ag | WRN helicase inh | PLK1 PBD inh
31 | 0% | -10% | 3% | -1%
32 | -8% | -9% | 7% | -5%
33 | 8% | 0% | -8% | -10%
34 | 18% | 10% | 1% | -3%
35 | -7% | 6% | 4% | -9%
36 | -11% | 1% | -13% | -8%
37 | -2% | 2% | -15% | 24µM*
38 | -1% | 1% | -4% | -3%
39 | -1% | 0% | -7% | -6%
40 | 3% | 12% | -3% | -9%

Going on with the list:
No. | Structure | PI5P4Ka inh | Abeta yeast res | IL-2 act | FUS yeast rescue
41 | CCOC(=O)c1nccnc1C(=O)Nc1ccc(C(F)(F)F)cc1 | -5 | 5% | 1.3 | 2%
42 | COc1ccc(NC(=O)CN2CCN(C(=O)C3CCCO3)CC2)c(OC)c1 (stereo not given) | 2 | -13% | 1.3 | 8%
43 | C/C(=N\O)c1ccc(N2C(=O)C3CC=C(Cl)CC3C2=O)cc1 (stereo not given) | 0 | 27% | -3.3 | 17%
44 | COc1ccc(-c2nc(NC(=O)Cn3ccc(C(F)(F)F)n3)sc2C)cc1 | 15 | 1% | -0.3 | 34%
45 | Cc1ccc(-n2ncc3c(=O)n(CC(=O)NCc4ccco4)cnc32)cc1 | . | 0% | -1.6 | 20%
46 | Cc1ccc2nc(-c3ccc(Cl)cc3)c(Cc3ccccc3C(F)(F)F)n2c1 | 18 | 7% | 0.1 | 12%
47 | O=C(O)c1cccc(NC(=S)N/N=C/c2cccnc2)c1 | -2 | 9% | -2.7 | 4%
48 | COc1ccc(S(=O)(=O)N2CCC(N3CCCCC3)CC2)cc1 | -3 | -1% | -1.6 | 32%
49 | O=C(c1cccc(OC2CCN(Cc3ccc(F)cc3Cl)CC2)c1)N1CCCC1 | -1 | -9% | -3.1 | .

No. | EPAC1 antagonist | EPAC1 ag | WRN helicase inh | PLK1 PBD inh
41 | -13% | 0% | 7% | -11%
42 | 5% | -13% | 1% | 4%
43 | -1% | 3% | -6% | -2%
44 | ? | 6% | -9% | 0%
45 | 7% | -1% | -1% | 0%
46 | -22% | -4% | -15% | 3%
47 | 2% | 8% | 8% | -11%
48 | 2% | 3% | 5% | -1%
49 | -2% | 1% | -34% | -11%

Fetched by compound from the entries so far (3):
No. | Structure | PI5P4Ka inh | Abeta yeast res | IL-2 act | FUS yeast rescue
47 | O=C(O)c1cccc(NC(=S)N/N=C/c2cccnc2)c1 | -2 | 9% | -2.7 | 4%
43 | C/C(=N\O)c1ccc(N2C(=O)C3CC=C(Cl)CC3C2=O)cc1 (stereo not given) | 0 | 27% | -3.3 | 17%
44 | COc1ccc(-c2nc(NC(=O)Cn3ccc(C(F)(F)F)n3)sc2C)cc1 | 15 | 1% | -0.3 | 34%

No. | EPAC1 antagonist | EPAC1 ag | WRN helicase inh | PLK1 PBD inh
47 | 2% | 8% | 8% | -11%
43 | -1% | 3% | -6% | -2%
44 | ? | 6% | -9% | 0%
